Bioassay records: PubChem BioAssay, Broad Institute
STK33 kin inh – inhibitors of human STK33 kinase. actives 0.44% (n = 27,000). inhibition, % at 12.5 µM. ADP-Glo luminescence, MBP substrate; in the data active = inhibition above about 20%
Target sequence (Q9BYT3 whole entry, looked up): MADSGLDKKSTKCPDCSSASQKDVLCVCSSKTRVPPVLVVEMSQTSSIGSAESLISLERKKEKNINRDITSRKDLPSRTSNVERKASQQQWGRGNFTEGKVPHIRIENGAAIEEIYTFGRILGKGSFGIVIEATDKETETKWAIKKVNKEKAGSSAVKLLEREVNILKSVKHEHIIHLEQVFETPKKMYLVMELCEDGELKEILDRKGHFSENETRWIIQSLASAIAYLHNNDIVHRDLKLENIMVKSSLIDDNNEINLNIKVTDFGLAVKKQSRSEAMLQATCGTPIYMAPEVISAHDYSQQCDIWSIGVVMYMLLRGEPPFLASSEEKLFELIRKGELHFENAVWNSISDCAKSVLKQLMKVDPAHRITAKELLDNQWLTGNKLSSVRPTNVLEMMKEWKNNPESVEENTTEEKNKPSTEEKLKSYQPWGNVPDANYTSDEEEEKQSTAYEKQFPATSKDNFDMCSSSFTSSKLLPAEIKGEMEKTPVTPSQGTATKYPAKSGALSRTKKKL
p53 PUMA act – re-activators of the mutant p53 pathway. SW480 PUMA-promoter luciferase, p53 mutant reactivation. activation, % at 9.98 µM. AID 624151. actives 1.5% (n = 28,000); in the data active = activation above about 52%
* = called active by the depositor; · = not tested or not shown. A portion of the library; rates above refer to the full screens.

SMILES | STK33 kin inh | p53 PUMA act
C[C@H](CO)N1C[C@H](C)[C@@H](CN(C)C(=O)Nc2cccc3ccccc23)Oc2ccc(NC(=O)CCCN(C)C)cc2C1=O | · | 6
O=C(CSC1CC(=O)N(c2ccc(Br)cc2)C1=O)Nc1ccc(Cl)c(Cl)c1 (configuration not stated) | -1 | -10
NC(=O)CN(Cc1ccc(Cl)c(Cl)c1)S(=O)(=O)c1ccc(Br)cc1 | 0 | -6
O=c1[nH]c2cc(C(F)(F)F)ccc2n1-c1cc(C(F)(F)F)ccc1O | -9 | -5
C[C@H](CO)N1C[C@H](C)[C@@H](CN(C)C(=O)Nc2cccc3ccccc23)Oc2c(NS(=O)(=O)c3ccccc3)cccc2C1=O | -3 | -16
Cn1nnc2cc(C(=O)N(CCO)c3ccccc3)ccc21 | 2 | 47
CC1(C)Cc2nc(-c3ccccc3)nc(SCC(=O)Nc3cccc(C(F)(F)F)c3)c2CO1 | -7 | 7
CCCn1nnc(NC(=O)COc2ccc(Cl)c(C)c2)n1 | 2 | 2
CNC[C@H]1Oc2ccc(NC(=O)Nc3ccc(C(F)(F)F)cc3)cc2CC(=O)N([C@H](C)CO)C[C@H]1C | -7 | -13
COc1ccc(C)cc1N(CC(=O)Nc1ccccc1C(=O)O)S(C)(=O)=O | 2 | -4
COc1ccc(CN(C)C[C@H]2Oc3ccc(NC(=O)C4CCCCC4)cc3CC(=O)N([C@@H](C)CO)C[C@H]2C)cc1 | -2 | 4
COc1ccc(C)cc1S(=O)(=O)N1CCCC(C(=O)Nc2ccccc2C(F)(F)F)C1 (configuration not stated) | 1 | -10
C[C@H]1CN([C@@H](C)CO)C(=O)c2cc(N(C)C)ccc2O[C@H]1CN(C)C(=O)Nc1ccc2c(c1)OCO2 | · | 16
C[C@H](CO)N1C[C@H](C)[C@@H](CN(C)Cc2ccncc2)Oc2ccc(NC(=O)C3CC3)cc2CC1=O | · | 5
CC(C)NC(=O)N(C)C[C@H]1OCCCC[C@@H](C)Oc2ccc(NS(=O)(=O)c3cn(C)cn3)cc2C(=O)N([C@H](C)CO)C[C@@H]1C | 0 | -4
CC(Oc1ccc(C(C)(C)C)cc1)c1nc(-c2ccccn2)no1 (configuration not stated) | -2 | 9
C[C@H](CO)N1C[C@H](C)[C@H](CN(C)S(=O)(=O)c2cn(C)cn2)Oc2ncc(-c3ccc(F)cc3)cc2C1=O | -4 | 1
COC(=O)c1c(NC(=S)Nc2cnccn2)sc2c1CCC(C)C2 (configuration not stated) | -1 | 24
C[C@H]1CN([C@@H](C)CO)C(=O)c2cc(NC(=O)Cc3ccccc3)ccc2O[C@H]1CN(C)Cc1ccc(Cl)c(Cl)c1 | 0 | ·
C[C@@H]1CN([C@@H](C)CO)C(=O)Cc2cc(NC(=O)C3CC3)ccc2O[C@@H]1CN(C)Cc1ccc2c(c1)OCO2 | 0 | 5
C[C@@H]1CN([C@@H](C)CO)C(=O)c2cc(NC(=O)Nc3ccc4c(c3)OCO4)ccc2O[C@@H](C)CCCCO[C@@H]1CN(C)Cc1ccccc1 | · | -21
COc1cc(O)c(C(=O)/C=C/c2ccc(OC)c(OC)c2)c(OC)c1 | 0 | 10
C[C@@H]1CN([C@H](C)CO)C(=O)c2cc(NC(=O)CCC(F)(F)F)ccc2O[C@@H](C)CCCCO[C@@H]1CN(C)C(=O)c1ccncc1 | · | 10
COc1ccc(S(=O)(=O)Nc2ccc3c(c2)C(=O)N([C@@H](C)CO)C[C@H](C)[C@@H](CN(C)C(=O)Nc2cccc4ccccc24)O3)cc1 | -2 | ·
Cc1ccc(-c2ccc3c(c2)O[C@@H](CN(C)Cc2cccc(C(=O)O)c2)[C@H](C)CN([C@@H](C)CO)S3(=O)=O)cc1 | · | -17
COc1ccc(NC(=O)N(C)C[C@@H]2Oc3ccc(NC(=O)Nc4ccc(C(F)(F)F)cc4)cc3C(=O)N([C@@H](C)CO)C[C@@H]2C)cc1 | 1 | ·
Cc1cc(C)c(S(=O)(=O)N(C)CC(=O)Nc2cc(Cl)ccc2C)c(C)c1 | 0 | 15
CNC[C@H]1OCCCC[C@H](C)Oc2ccc(NC(=O)NC(C)C)cc2C(=O)N([C@@H](C)CO)C[C@H]1C | · | 1
C[C@H](CO)N1C[C@H](C)[C@@H](CN(C)C)Oc2ccc(NC(=O)CCCN(C)C)cc2C1=O | · | -5
C[C@@H]1CCCCO[C@@H](CN(C)Cc2ccncc2)[C@H](C)CN([C@H](C)CO)C(=O)c2cc(NS(C)(=O)=O)ccc2O1 | · | -2
C[C@@H]1CN([C@@H](C)CO)S(=O)(=O)c2ccc(C#Cc3ccccc3)cc2O[C@H]1CN(C)C | · | -12
Cn1c(Cc2ccc(Cl)cc2)nnc1SCc1nc2ccccc2c(=O)n1-c1cccc(C(F)(F)F)c1 | -1 | -4
Cc1ccc(S(=O)(=O)N(C)C[C@@H]2Oc3ccc(NC(=O)Nc4c(C)noc4C)cc3C(=O)N([C@H](C)CO)C[C@H]2C)cc1 | -1 | ·
C[C@@H]1CN([C@@H](C)CO)C(=O)c2cc(NC(=O)Nc3ccc(F)cc3)ccc2O[C@@H](C)CCCCO[C@@H]1CN(C)C | · | 0
C[C@@H]1CN([C@H](C)CO)C(=O)c2cc(-c3cccc(F)c3)cnc2O[C@@H]1CN(C)CC1CCOCC1 | · | -1
COc1ccc(S(=O)(=O)N(C)C[C@H]2Oc3ccc(NC(=O)NC(C)C)cc3CC(=O)N([C@H](C)CO)C[C@H]2C)cc1 | 0 | ·

Copied from the entries so far, 13 compounds:
SMILES | STK33 kin inh | p53 PUMA act
C[C@H](CO)N1C[C@H](C)[C@@H](CN(C)C(=O)Nc2cccc3ccccc23)Oc2ccc(NC(=O)CCCN(C)C)cc2C1=O | · | 6
O=C(CSC1CC(=O)N(c2ccc(Br)cc2)C1=O)Nc1ccc(Cl)c(Cl)c1 (configuration not stated) | -1 | -10
NC(=O)CN(Cc1ccc(Cl)c(Cl)c1)S(=O)(=O)c1ccc(Br)cc1 | 0 | -6
O=c1[nH]c2cc(C(F)(F)F)ccc2n1-c1cc(C(F)(F)F)ccc1O | -9 | -5
C[C@H](CO)N1C[C@H](C)[C@@H](CN(C)C(=O)Nc2cccc3ccccc23)Oc2c(NS(=O)(=O)c3ccccc3)cccc2C1=O | -3 | -16
Cn1nnc2cc(C(=O)N(CCO)c3ccccc3)ccc21 | 2 | 47
CC1(C)Cc2nc(-c3ccccc3)nc(SCC(=O)Nc3cccc(C(F)(F)F)c3)c2CO1 | -7 | 7
CCCn1nnc(NC(=O)COc2ccc(Cl)c(C)c2)n1 | 2 | 2
CNC[C@H]1Oc2ccc(NC(=O)Nc3ccc(C(F)(F)F)cc3)cc2CC(=O)N([C@H](C)CO)C[C@H]1C | -7 | -13
COc1ccc(C)cc1N(CC(=O)Nc1ccccc1C(=O)O)S(C)(=O)=O | 2 | -4
COc1ccc(CN(C)C[C@H]2Oc3ccc(NC(=O)C4CCCCC4)cc3CC(=O)N([C@@H](C)CO)C[C@H]2C)cc1 | -2 | 4
COc1ccc(C)cc1S(=O)(=O)N1CCCC(C(=O)Nc2ccccc2C(F)(F)F)C1 (configuration not stated) | 1 | -10
C[C@H]1CN([C@@H](C)CO)C(=O)c2cc(N(C)C)ccc2O[C@H]1CN(C)C(=O)Nc1ccc2c(c1)OCO2 | · | 16

The list continues:
SMILES | STK33 kin inh | p53 PUMA act
COc1ccc(NC(=O)Nc2ccc3c(c2)CC(=O)N([C@H](C)CO)C[C@@H](C)[C@@H](CN(C)Cc2ccc(C(=O)O)cc2)O3)cc1 | 0 | ·
C[C@H]1CN([C@@H](C)CO)C(=O)Cc2cc(NC(=O)Cc3ccccc3)ccc2O[C@H]1CN(C)Cc1ccc2c(c1)OCO2 | -14 | ·
Cc1cc([N+](=O)[O-])nn1CC(=O)Nc1ccc(F)cc1 | 3 | 11
C[C@H]1CN([C@@H](C)CO)C(=O)Cc2cc(NS(C)(=O)=O)ccc2O[C@H]1CN(C)Cc1ccc(C(=O)O)cc1 | -6 | ·
C[C@@H]1CN([C@@H](C)CO)C(=O)c2cccc(NS(=O)(=O)c3ccc(Cl)cc3)c2O[C@H]1CN(C)Cc1ccccc1 | · | -3
Cc1noc(C)c1NC(=O)Nc1ccc2c(c1)C(=O)N([C@@H](C)CO)C[C@H](C)[C@@H](CN(C)C)OCCCC[C@@H](C)O2 | · | 0
Cc1c(OCC(=O)Nc2ccc3c(c2)OCCO3)ccc2c1oc(=O)c1ccccc12 | 18 | 34
C[C@H]1CN([C@@H](C)CO)C(=O)Cc2cc(NC(=O)Nc3ccc4c(c3)OCO4)ccc2O[C@H]1CN(C)Cc1ccc(C(F)(F)F)cc1 | 2 | ·
C[C@@H]1CN([C@H](C)CO)C(=O)c2cc(NC(=O)C3CCCCC3)ccc2O[C@@H](C)CCCCO[C@H]1CN(C)Cc1ccc(C(=O)O)cc1 | · | 3
O=C(NCc1ccccn1)c1ccc(NC(=O)c2ccco2)cc1 | 2 | 6
Cc1cc(OCC(=O)Nc2ncn[nH]2)c(C)cc1Br | -1 | 57*
Cc1ccccc1-c1nnc(SCC(=O)Nc2ccc3c(c2)OCCO3)n1C | -3 | -14
C[C@@H]1CN([C@@H](C)CO)C(=O)c2cccc(NS(=O)(=O)c3cn(C)cn3)c2O[C@@H]1CN(C)Cc1ccc(C(F)(F)F)cc1 | · | 2
C[C@@H]1CN([C@H](C)CO)C(=O)c2cc(NC(=O)CCCN(C)C)ccc2O[C@H]1CN(C)C | · | -2
O=S(=O)(NC[C@@H]1CCCN(Cc2cccc(OCCO)c2)C1)c1ccc(Cl)cc1 | 9 | ·
COc1ccc(-c2cc(=O)c3c(O)cc(O[C@@H]4O[C@H](C(=O)O)[C@@H](O)[C@H](O)[C@H]4O)cc3o2)cc1 | 0 | ·
C[C@H]1CN([C@@H](C)CO)C(=O)c2cccc(NS(C)(=O)=O)c2O[C@H]1CN(C)Cc1ccncc1 | · | 0
Cc1nc2ccc(F)cc2cc1C(=O)NCc1ccco1 | 2 | 13
COc1ccc(S(=O)(=O)N(C)C[C@@H]2OCCCC[C@@H](C)Oc3ccc(NC(=O)c4ccccc4)cc3C(=O)N([C@@H](C)CO)C[C@H]2C)cc1 | · | -15
C[C@H]1CN([C@@H](C)CO)C(=O)c2cc(NC(=O)Cc3ccccc3)ccc2O[C@H]1CN(C)Cc1ccncc1 | -1 | ·
Oc1ccccc1CNc1ccc2c(c1)ncn2C1CCCCC1 | 3 | 11
Cc1ccc(N2C(=O)c3oc4cc(C)c(C)cc4c(=O)c3C2c2ccc(O)cc2)nc1 (configuration not stated) | · | -12
COc1ccc2[nH]c(C(=O)O)c(CCC(=O)O)c2c1 | 0 | 2
Cc1noc(C)c1NC(=O)N(C)C[C@H]1Oc2ccc(NS(=O)(=O)c3ccccc3)cc2CC(=O)N([C@@H](C)CO)C[C@@H]1C | 0 | 14
CCCC#Cc1cnc2c(c1)C(=O)N([C@@H](C)CO)C[C@H](C)[C@@H](CN(C)C(=O)c1ccc3c(c1)OCO3)O2 | · | -6
COc1ccc(CCNC(=O)C(=O)Nc2ccc(C(C)(C)C)cc2)cc1OC | 0 | 12
CO[C@@H](C(=O)N(C)C[C@H]1OCc2ccccc2-c2ccccc2C(=O)N([C@H](C)CO)C[C@H]1C)c1ccccc1 | · | 6
C[C@@H]1CN([C@H](C)CO)C(=O)c2cc(NS(C)(=O)=O)ccc2O[C@H]1CN(C)CC1CC1 | · | -2
O=C(Nc1ccccc1C(=O)O)c1ccc(Br)c(S(=O)(=O)N2CCOCC2)c1 | 0 | 13
Cc1cc([N+](=O)[O-])nn1Cc1ccc(C(=O)Nc2ccc(CC#N)cc2)cc1 | 1 | 21
Cc1cc(NC(=O)C2CC(c3cccc(Br)c3)=NO2)n(-c2ccccc2)n1 (configuration not stated) | -1 | 13
C[C@@H]1CN([C@@H](C)CO)C(=O)CCCn2cc(nn2)CO[C@@H]1CN(C)C(=O)Nc1ccnc(N2CCOCC2)c1 | -3 | 10
O=C(CCc1nc(-c2ccccc2F)no1)Nc1ccccc1Cl | 3 | -3
C[C@@H]1CN([C@H](C)CO)C(=O)CCCn2cc(nn2)CO[C@@H]1CN(C)S(=O)(=O)c1ccc(Oc2ccccc2)cc1 | -3 | -6
Cc1ccccc1C(=O)Nc1sc2c(c1C(=O)NCc1ccco1)CCCC2 | -1 | -4
Cc1ccc(S(=O)(=O)N(C)C[C@H]2OCc3cnnn3CCCC(=O)N([C@H](C)CO)C[C@@H]2C)cc1 | 1 | ·
C[C@@H]1CN([C@@H](C)CO)C(=O)c2cccc(NC(=O)Nc3ccc(C(F)(F)F)cc3)c2O[C@@H]1CN(C)Cc1ccncc1 | · | 9
FC(F)(F)Oc1ccc(Nc2n[nH]c(=S)s2)cc1 | · | 75*
COCC#Cc1cnc2c(c1)C(=O)N([C@@H](C)CO)C[C@H](C)[C@@H](CN(C)C(=O)NC1CCCC1)O2 | · | 5
C[C@H]1CN([C@@H](C)CO)C(=O)Cc2cc(NS(=O)(=O)c3cccs3)ccc2O[C@H]1CN(C)C(=O)Nc1ccccc1 | 0 | ·
COc1cc(O)c2c(c1)O[C@H](c1ccc(O)cc1)[C@@H](O)C2=O | 1 | 29
Cc1ccc(S(=O)(=O)Nc2ccc3c(c2)C(=O)N([C@H](C)CO)C[C@H](C)[C@H](CN(C)Cc2ccccc2)OCCCC[C@@H](C)O3)cc1 | -2 | ·
O=C(CSc1nnc(-c2ccccc2F)n1-c1ccccc1)Nc1ccc(Br)cc1 | 0 | -2
CCC(=O)Nc1ccccc1-c1nnc(SCc2ccccc2)[nH]c1=O | -1 | -4
Cc1cc2c(CO)cc(O)cc2o1 | -2 | 6
C[C@@H]1CCCCO[C@@H](CN(C)C(=O)Nc2ccccc2)[C@@H](C)CN([C@H](C)CO)C(=O)c2cc(NC(=O)Nc3ccc4c(c3)OCO4)ccc2O1 | -5 | ·
C[C@H]1CN([C@@H](C)CO)C(=O)Cc2cc(NC(=O)CCC(F)(F)F)ccc2O[C@@H]1CN(C)C(=O)Nc1ccc(F)cc1 | -2 | ·
C[C@@H]1CN([C@@H](C)CO)C(=O)CCCn2nncc2CO[C@@H]1CN(C)S(=O)(=O)c1ccc(C#N)cc1 | -14 | ·
